Source: PubChem BioAssay
TGFb inhibitor – inhibitors of TGF-b signaling; AID 588855; 410,000 tested, 1.2% active; HepG2 CAGA-GFP TGF-b/SMAD3 reporter, GFP fluorescence, 18 h; TGF-beta stimulated, 500 pg/mL final; Potency, µM (doses to about 46.1 µM), inactives show at the top dose activity, negative = inhibition, most hits filed as inhibitors; further: on the % scale 0 is the no-effect control and ±100 the full control effect; nearly all actives have a fitted effect of over 65% in size
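Inhibition was scored as loss of TGF-beta-induced (500 pg/mL final, 18 hours, 37 degrees C) GFP in HEPG2 cells carrying a CAGA-GFP reporter, in DMEM with 1% FBS. Well GFP was summed per cell; Activity was normalised to unstimulated and stimulated DMSO wells, then concentration-response fitting.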
MCF10A rereplic – DNA re-replication induction in MCF 10a cells | MCF 10A DNA re-replication, Hoechst nuclear intensity, 48 h | 350,000 tested, 2.9% active | Potency, µM (doses to about 46.1 µM), inactives show at the highest dose activity, positive = re-replication, actives largely listed as activators; further: % of control where 0% means no effect; nearly all actives have a fitted effect of over 50% in size
EPAC2 antagonist – blocks human EPAC2 exchange factor; Q8WZA2; EPAC2 GEF exchange of Rap1B-BODIPY-GDP, fluorescence; Potency, µM (series often up to 114 µM), without a hit: top-dose activity, negative = inhibition, actives largely listed as inhibitors; 360,000 tested, 0.18% active; further: on the % scale 0 is the no-effect control and ±100 the full control effect; nearly all actives have a fitted effect of over 45% in size; many of its hits are not listed in these tables
Target sequence (Q8WZA2 whole entry, looked up): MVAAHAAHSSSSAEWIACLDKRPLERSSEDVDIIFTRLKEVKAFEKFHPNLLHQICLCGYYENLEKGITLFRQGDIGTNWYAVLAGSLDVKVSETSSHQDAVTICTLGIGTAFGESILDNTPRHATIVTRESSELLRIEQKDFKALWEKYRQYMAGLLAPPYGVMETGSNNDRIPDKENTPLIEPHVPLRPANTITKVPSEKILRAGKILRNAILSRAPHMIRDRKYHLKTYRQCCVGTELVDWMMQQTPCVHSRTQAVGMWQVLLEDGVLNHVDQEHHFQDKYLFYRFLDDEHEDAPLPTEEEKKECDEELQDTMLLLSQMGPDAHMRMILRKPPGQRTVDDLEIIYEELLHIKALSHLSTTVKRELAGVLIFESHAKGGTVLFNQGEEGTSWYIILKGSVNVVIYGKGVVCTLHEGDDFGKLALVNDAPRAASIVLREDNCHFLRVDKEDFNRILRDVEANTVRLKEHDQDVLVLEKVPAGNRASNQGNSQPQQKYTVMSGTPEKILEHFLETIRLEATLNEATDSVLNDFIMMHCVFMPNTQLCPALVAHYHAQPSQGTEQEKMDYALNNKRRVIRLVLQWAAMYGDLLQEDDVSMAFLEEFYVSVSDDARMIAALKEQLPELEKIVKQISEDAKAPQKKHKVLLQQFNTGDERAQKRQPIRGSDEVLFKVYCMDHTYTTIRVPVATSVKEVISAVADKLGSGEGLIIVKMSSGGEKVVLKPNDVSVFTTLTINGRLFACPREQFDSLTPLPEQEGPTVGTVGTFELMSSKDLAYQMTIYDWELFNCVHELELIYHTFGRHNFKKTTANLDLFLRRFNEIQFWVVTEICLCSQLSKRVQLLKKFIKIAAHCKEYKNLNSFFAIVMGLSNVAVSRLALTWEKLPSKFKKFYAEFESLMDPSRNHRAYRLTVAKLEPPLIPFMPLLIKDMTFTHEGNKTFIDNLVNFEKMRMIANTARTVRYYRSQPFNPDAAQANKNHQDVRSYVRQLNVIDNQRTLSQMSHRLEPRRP
Nrf2 block – inhibitors of Nrf2 signaling | A549 ARE-Fluc reporter, luciferase luminescence, 18-24 h | Potency, µM (doses to about 46 µM), inactives show at the top dose activity change, negative = inhibition, hits mostly inhibitors | 360,000 tested, 2.1% active | AID 504444; further: on the % scale 0 is the no-effect control and ±100 the full control effect; nearly all actives have a fitted effect of over 60% in size
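Quantitative HTS in A549 cells stably bearing an antioxidant response element-firefly luciferase construct. Inhibition of Nrf2-driven transcription was scored by luminescence after 18-24 h of compound exposure at 37 °C.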
HepG2 tox – kills HepG2 cells in TGF-b inhibitor counter-screen. HepG2 CAGA-GFP viability, ATP luminescence, 18 h. AID 588856. Potency, µM (series often up to 46.1 µM), inactives show at the highest dose activity change, negative = cytotoxicity, actives largely listed as cytotoxic. 410,000 tested, 0.76% active; further: some results filed as inactive show a strong effect at the top dose
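HepG2 CAGA-GFP cells (1000/well, DMEM with 1% FBS) received compound, then TGF-beta at 500 pg/mL final, and were incubated 18 hours at 37 degrees C. Viability was read by CellTiter-Glo luminescence. Media-only wells were set as complete cell-killing and DMSO as no toxicity.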
A549 tox – kills or reduces viability of A549 cells in Nrf2 counter-screen. Potency, µM (titrated, usually from 46 µM), for inactives: at the top dose activity change, negative = cytotoxicity, usual class: inhibitors. AID 504648. A549 ARE-Fluc cells, CellTiter-Fluor viability, 18-24 h. 390,000 tested, 0.16% active; further: on the % scale 0 is the no-effect control and ±100 the full control effect
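Cytotoxicity counterscreen: CellTiter-Fluor fluorescence was measured in A549 ARE_Fluc cells after 18-24 h of compound exposure in a concentration series. The subsequent BugLite luminescent read reports ARE-luciferase activity.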
ATXN2 expr inh – inhibitors of ATXN2 expression. HEK-293 ATXN2-luciferase reporter, luminescence, 24 h. 360,000 tested, 0.72% active. Potency, µM (top dose mostly 57 µM), for inactives: at the highest dose activity change, negative = inhibition, hits mostly inhibitors; further: on the % scale 0 is the no-effect control and ±100 the full control effect; nearly all actives have a fitted effect of over 55% in size
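ATXN2-luciferase reporter cells (luciferase flanked by upstream and downstream ATXN2 gene portions) were treated 24 h at 37 °C with compounds at up to 57 uM. SteadyGlo luminescence gave expression; GF-AFC fluorescence gave viability.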
Nrf2 activator – Nrf2 pathway activation; 410,000 tested, 0.31% active; AID 624171; AREc32 ARE-luciferase reporter (MCF7-derived line), luminescence, 24 h; Potency, µM (doses to about 46.1 µM), for inactives: top-dose activation, actives largely listed as activators; further: % of control where 0% means no effect; nearly all actives have a fitted effect of over 65% in size
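Cells of the AREc32 ARE-luciferase line are plated in OPTI-MEM containing 5% FBS and left overnight at 37 deg C. Compounds are pinned in, incubation continues 24 hr, and firefly luciferase signal is then measured.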
S2 tox – cell viability loss in ATXN counter-screen; S2 cells (HEK-293 line with an ATXN2-luciferase reporter) viability, CellTiter-Fluor protease fluorescence, 24 h; Potency, µM (highest dose often 56.7 µM), actives largely listed as cytotoxic; 400,000 tested, 0.49% active; AID 651635; further: nearly all actives have a fitted effect of over 40% in size
An asterisk follows results filed as active; [ ] = remark or other dose. The call rests on the fitted dose curve; in most records, active means well fitted curve in the direction sought with a large enough effect; inconclusive means small, poorly fitted or top-dose-only effect, or another doubt; inactive means no such curve, though single readings can be large; an effect the other way counts as inactive or inconclusive. Potency means the concentration at half of the fitted maximal effect. This is a subset; the hit share may differ from the screen's.

What do the screens show for `CCOC(=O)C(=CNc1cc(Cl)c(-c2ccco2)c(Cl)c1)C(=O)OCC`?
TGFb inhibitor: -24.4%; MCF10A rereplic: 16.4µM*; EPAC2 antagonist: -5.1%; Nrf2 block: -7.7%; HepG2 tox: -20.9%; A549 tox: 11.5%; Nrf2 activator: 9.3%; S2 tox: inactive

How did COc1ccccc1/C=C/c1onc(C)c1S(=O)(=O)N1CCC(C(=O)NC2CCCCCC2)CC1 do in these assays?
TGFb inhibitor: 6.4%; MCF10A rereplic: 9.3%; EPAC2 antagonist: 14.7%; Nrf2 block: 23.7%; HepG2 tox: -2.5%; A549 tox: 4.1%; ATXN2 expr inh: 5.3%; Nrf2 activator: 0.4%; S2 tox: inactive

How did CCOc1ccc(NC(=O)c2ccc3nc(Cc4ccccc4)oc3c2)cc1 do in these assays?
TGFb inhibitor: 4.5%; HepG2 tox: -38.8%; A549 tox: -5.1%; ATXN2 expr inh: inconclusive; Nrf2 activator: 3.8%; S2 tox: inconclusive

Results for Cc1nnc(SCC(=O)N2CCC(C(N)=O)CC2)s1 ?
TGFb inhibitor: 1.4%; MCF10A rereplic: 2.2%; EPAC2 antagonist: -0.4%; Nrf2 block: inconclusive; HepG2 tox: 9.9%; A549 tox: -2.2%; ATXN2 expr inh: 8.3%; Nrf2 activator: -0.1%; S2 tox: inactive

Results for CCc1ccc2nc(N(CCCN(C)C)C(=O)c3ccc(S(=O)(=O)N4CCc5ccccc5C4)cc3)sc2c1 ?
TGFb inhibitor: -21.8%; MCF10A rereplic: inconclusive; EPAC2 antagonist: -3.8%; Nrf2 block: -24.7%; HepG2 tox: -43.0%; A549 tox: inconclusive; ATXN2 expr inh: inconclusive; Nrf2 activator: -0.5%; S2 tox: inconclusive

What do the screens show for `Cc1nnn(C23CC4CC(CC(C(=O)NN)(C4)C2)C3)n1`?
TGFb inhibitor: -10.5%; MCF10A rereplic: 1.1%; EPAC2 antagonist: 12.3%; Nrf2 block: 3.7%; HepG2 tox: -28.7%; A549 tox: 1.2%; ATXN2 expr inh: -10.6%; Nrf2 activator: -1.0%; S2 tox: inactive

How did O=C(COC(=O)CCOc1ccccc1)Nc1ccc(Cl)cn1 do in these assays?
TGFb inhibitor: -8.4%; MCF10A rereplic: -9.6%; EPAC2 antagonist: 0.9%; Nrf2 block: -2.4%; HepG2 tox: 8.3%; A549 tox: -6.2%; ATXN2 expr inh: -2.8%; Nrf2 activator: -0.3%; S2 tox: inactive

Results for CCC(C)N(C(=O)COc1ccccc1C(=O)NCc1ccccc1)C1CCS(=O)(=O)C1 (configuration not stated) ?
TGFb inhibitor: -12.9%; MCF10A rereplic: 6.3%; EPAC2 antagonist: 11.6%; Nrf2 block: 1.5%; HepG2 tox: -24.2%; A549 tox: -5.0%; ATXN2 expr inh: 2.1%; Nrf2 activator: -0.3%; S2 tox: inactive

What do the screens show for `COc1cc2c(cc1OC)C(c1ccccc1F)NCC2` (configuration not stated)?
TGFb inhibitor: 21.9%; MCF10A rereplic: -1.2%; EPAC2 antagonist: 5.3%; Nrf2 block: 1.7%; HepG2 tox: -1.7%; A549 tox: 2.0%; Nrf2 activator: 2.5%; S2 tox: inactive

How did COc1cccc(-c2nn(-c3ccccc3)cc2CN2CCCO2)c1 do in these assays?
TGFb inhibitor: -1.4%; MCF10A rereplic: -1.7%; EPAC2 antagonist: -14.2%; Nrf2 block: -20.3%; HepG2 tox: -1.2%; A549 tox: -10.7%; ATXN2 expr inh: -20.9%[11.3 µM]; Nrf2 activator: 3.9%; S2 tox: inactive

How did O=C(Cn1ncn2nc(-c3cccs3)cc2c1=O)NCc1ccccc1Cl do in these assays?
TGFb inhibitor: 0.1%; Nrf2 block: -22.6%; HepG2 tox: 0.9%; A549 tox: 7.7%; ATXN2 expr inh: 12.5%; Nrf2 activator: -0.6%; S2 tox: inactive

How did Cc1ccccc1-c1cccc([C@@H]2C[C@H]3CN(Cc4cccnc4)C(=O)[C@]34CCCN24)c1 do in these assays?
TGFb inhibitor: inconclusive; MCF10A rereplic: 3.9%; EPAC2 antagonist: -0.2%; Nrf2 block: -18.3%; HepG2 tox: -15.4%; A549 tox: 4.2%; Nrf2 activator: 2.2%; S2 tox: inactive

What do the screens show for `COc1cc2c(cc1OC)C(COc1ccccc1OC)N(C(=O)CC(C)C)CC2` (configuration not stated)?
TGFb inhibitor: 1.8%; HepG2 tox: -21.6%; A549 tox: 10.6%; ATXN2 expr inh: -1.6%; Nrf2 activator: 0.8%; S2 tox: inactive

What do the screens show for `COc1ccc(CC(=O)Nc2ccc(C)cc2O)cc1S(=O)(=O)N1CCOCC1`?
TGFb inhibitor: -4.8%; MCF10A rereplic: -2.8%; EPAC2 antagonist: 7.0%; Nrf2 block: 3.6%; HepG2 tox: -4.2%; A549 tox: -2.1%; ATXN2 expr inh: 9.5%; Nrf2 activator: -0.1%; S2 tox: inactive

What do the screens show for `CSc1ccc(C(c2c(C)[nH][nH]c2=O)c2c(C)[nH][nH]c2=O)cc1`?
TGFb inhibitor: 0.0%; MCF10A rereplic: 25.5%; EPAC2 antagonist: -11.8%; Nrf2 block: -10.2%; HepG2 tox: -2.1%; A549 tox: -3.2%; ATXN2 expr inh: 0.4%; Nrf2 activator: 1.9%; S2 tox: inactive

What do the screens show for `NC(=O)N(CCC(=O)O)c1ccccc1`?
TGFb inhibitor: 13.0%; MCF10A rereplic: 2.0%; EPAC2 antagonist: 8.1%; Nrf2 block: 14.8%; HepG2 tox: 15.7%; A549 tox: -7.0%; ATXN2 expr inh: 3.9%; Nrf2 activator: -0.6%; S2 tox: inconclusive

How did Cc1ccc(C2(SCC(N)C(=O)O)c3ccccc3-c3ccccc32)cc1 (configuration not stated) do in these assays?
TGFb inhibitor: -5.7%; MCF10A rereplic: 7.0%; EPAC2 antagonist: -9.3%; Nrf2 block: 4.7%; HepG2 tox: 2.4%; A549 tox: -1.7%; ATXN2 expr inh: 11.7%; Nrf2 activator: -0.1%; S2 tox: inconclusive

How did CCc1ccc(Nc2nnc(SCC(=O)Nc3cccnc3Cl)s2)cc1 do in these assays?
TGFb inhibitor: -5.0%; MCF10A rereplic: 1.1%; EPAC2 antagonist: -6.5%; Nrf2 block: inconclusive; HepG2 tox: -17.3%; A549 tox: 0.6%; ATXN2 expr inh: -0.1%; Nrf2 activator: 0.4%; S2 tox: inactive

Results for CCN(CCCNC(=O)c1nn(-c2ccc(OC)cc2)c(=O)c2c1c1ccccc1n2C)c1ccccc1 ?
TGFb inhibitor: 0.4%; Nrf2 block: 10.0%; HepG2 tox: 2.8%; A549 tox: -1.1%; ATXN2 expr inh: -5.6%; Nrf2 activator: -0.1%; S2 tox: inactive

How did O=C(O)C/C(=C\c1ccc2c(c1)OCO2)c1nc2ccccc2s1 do in these assays?
TGFb inhibitor: 19.0%; MCF10A rereplic: -1.2%; EPAC2 antagonist: 2.0%; Nrf2 block: 14.8%; HepG2 tox: 6.5%; A549 tox: -7.5%; ATXN2 expr inh: 14.2%; Nrf2 activator: 0.0%; S2 tox: inconclusive

What do the screens show for `CCC1(c2ccccc2)NC(=O)N(CC(=O)N(CC(=O)Nc2ccccc2C(F)(F)F)Cc2ccco2)C1=O` (configuration not stated)?
TGFb inhibitor: -15.3%; MCF10A rereplic: 15.3%; EPAC2 antagonist: 0.5%; Nrf2 block: 10.1%; HepG2 tox: -3.7%; A549 tox: 3.6%; ATXN2 expr inh: 0.6%; Nrf2 activator: 0.0%; S2 tox: inactive

What do the screens show for `CC(=O)N1CCc2cc(Br)cc(S(=O)(=O)NCCCN(C)Cc3ccccc3)c21`?
TGFb inhibitor: -28.8%; MCF10A rereplic: 1.8%; EPAC2 antagonist: inconclusive; Nrf2 block: 1.3%; HepG2 tox: -18.9%; A549 tox: -8.8%; ATXN2 expr inh: -12.3%; Nrf2 activator: -0.2%; S2 tox: inactive

Results for CC(=O)Nc1cccc(C(=O)NCCc2ccco2)c1 ?
TGFb inhibitor: -9.0%; MCF10A rereplic: -1.6%; EPAC2 antagonist: -15.0%; Nrf2 block: inconclusive; HepG2 tox: -6.9%; A549 tox: -1.8%; ATXN2 expr inh: 4.0%; Nrf2 activator: 19.6%; S2 tox: inactive

Results for CCOc1ccc(N(CC(=O)NC2CCCCCC2)S(=O)(=O)c2c(C)noc2C)cc1 ?
TGFb inhibitor: 17.3%; MCF10A rereplic: -3.5%; EPAC2 antagonist: 0.4%; Nrf2 block: -12.1%; HepG2 tox: -1.7%; A549 tox: -4.1%; ATXN2 expr inh: -15.0%; Nrf2 activator: -0.4%; S2 tox: inactive

What do the screens show for `CN(C)Cc1c(-c2ccc(Cl)cc2)nc2ccc(Cl)cn12`?
TGFb inhibitor: 22.1%; MCF10A rereplic: 8.4%; EPAC2 antagonist: -22.0%; Nrf2 block: 4.0%; HepG2 tox: -8.3%; A549 tox: -3.6%; ATXN2 expr inh: -4.9%; Nrf2 activator: 2.9%; S2 tox: inactive

What do the screens show for `COc1ccc2oc(C)c(C(=O)c3ccc(C)cc3)c2c1`?
TGFb inhibitor: inconclusive; MCF10A rereplic: -11.5%; EPAC2 antagonist: inconclusive; Nrf2 block: inconclusive; HepG2 tox: -22.0%; A549 tox: 13.8%; Nrf2 activator: 0.5%; S2 tox: inactive

Results for COCCn1c(C)cc(C(=O)CN2c3cccc4cccc(c34)S2(=O)=O)c1C ?
TGFb inhibitor: -8.0%; MCF10A rereplic: 18.7%; EPAC2 antagonist: -9.4%; Nrf2 block: inconclusive; HepG2 tox: -3.7%; A549 tox: -0.9%; ATXN2 expr inh: 25.7%; Nrf2 activator: -0.2%; S2 tox: inactive

Results for Cc1ccc(-c2noc(-c3ccc(N4CCCC4)c([N+](=O)[O-])c3)n2)cc1 ?
TGFb inhibitor: 18.9%; Nrf2 block: inconclusive; HepG2 tox: -1.2%; A549 tox: 5.2%; ATXN2 expr inh: -33.7%; Nrf2 activator: -2.5%; S2 tox: inactive
